Source: PubChem
M1 ag parental: nonselective activator or artifact in parental CHO-K1 cells; activation, % at 3 µM; hit rate 0.48% among 360,000; AID 602248; Fluo-8 calcium fluorescence; scaled to maximal ATP response, vehicle zero; in the data active = activation above about 15%;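 also: untransfected CHO-K1 host cells lacking M1 receptor as counterscreen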
M1 PAM: human CHRM1 positive allosteric modulation. CHO-K1 hM1, Fluo-8 calcium fluorescence, ACh EC20; 0% = ACh EC20, 100% = maximal ACh. hit rate 0.088% among 360,000. P11229. AID 588819. activation, % at 3 µM; in the data active = activation above about 19%, passing the limit was not always enough
Target sequence (P11229 whole entry, looked up): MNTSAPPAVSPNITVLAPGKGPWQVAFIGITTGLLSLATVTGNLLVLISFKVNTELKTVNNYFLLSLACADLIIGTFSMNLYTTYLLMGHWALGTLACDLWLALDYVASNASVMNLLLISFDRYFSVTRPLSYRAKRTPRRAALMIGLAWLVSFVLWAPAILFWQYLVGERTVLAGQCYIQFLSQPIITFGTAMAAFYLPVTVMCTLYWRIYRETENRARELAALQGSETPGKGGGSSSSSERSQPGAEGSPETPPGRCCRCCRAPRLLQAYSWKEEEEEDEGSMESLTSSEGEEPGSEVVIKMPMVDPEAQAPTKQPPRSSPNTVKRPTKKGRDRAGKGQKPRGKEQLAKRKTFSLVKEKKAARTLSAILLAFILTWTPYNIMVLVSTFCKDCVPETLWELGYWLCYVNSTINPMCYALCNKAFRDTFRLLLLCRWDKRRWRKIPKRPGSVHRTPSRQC
CHRM1 antagonist: blocks human M1 muscarinic receptor; CHO-K1 hM1, Fluo-8 calcium fluorescence, ACh EC80 antagonist; P11229; inhibition, % at 3 µM; hit rate 1.3% among 360,000;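 active = percent inhibition above its own plate's cutoff, namely the mean of that plate's compound wells plus 3 SD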;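 also: peak over basal fluorescence ratio during 140 s after agonist addition; 0% = ACh EC80 plus DMSO and 100% = DMSO alone without agonist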
CHO-K1 Ca antag: nonselective inhibitor or artifact in parental CHO-K1 cells; ATP-induced calcium, Fluo-8 fluorescence; inhibition, % at 3 µM; hit rate 0.6% among 360,000;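 active = inhibition above a per-plate cutoff, the plate's mean sample inhibition plus 3 SD, cut at about 24% in these data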;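 also: 0% = DMSO plus EC80 ATP and 100% = DMSO alone without ATP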
TAAR1 agonist: human TAAR1 agonism | AID 624467 | hit rate 0.99% among 360,000 | activation, % at 3 µM | CHO RD-HGA16 TAAR1, Fluo-8 calcium fluorescence; vehicle wells 0%, saturating PEA agonist 100%;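 active = activation above the mean activation of all test compounds in the run plus 3 SD, cut at about 38% in these data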
Target sequence (Q96RJ0 whole entry, looked up): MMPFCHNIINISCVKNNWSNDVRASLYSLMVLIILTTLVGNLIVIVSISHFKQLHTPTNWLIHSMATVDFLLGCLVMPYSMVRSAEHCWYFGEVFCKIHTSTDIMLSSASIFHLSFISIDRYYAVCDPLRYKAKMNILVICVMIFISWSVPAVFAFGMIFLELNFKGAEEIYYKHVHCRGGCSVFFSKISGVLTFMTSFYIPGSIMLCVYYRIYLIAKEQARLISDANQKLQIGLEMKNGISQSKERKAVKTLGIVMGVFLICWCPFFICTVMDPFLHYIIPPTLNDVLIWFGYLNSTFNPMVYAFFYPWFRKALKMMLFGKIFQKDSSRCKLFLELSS
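System: CHO-derived RD-HGA16 cells with stable Gα16 and human TAAR1 / Times: 17-24 h plating, Fluo-8 75 min 37 °C, 30 min RT / Technique: calcium-sensitive Fluo-8 signal, excitation 470-495, emission 515-575 nm / Measure: % activation relative to PEA EC100 response / Benchmarks: DMSO and PEA EC100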
CHO-K1 Ca PAM: M1 PAM counterscreen hit in parental CHO-K1 cells; ATP EC20, Fluo-8 calcium fluorescence; 0% at ATP EC20, 100% at ATP max; activation, % at 3 µM; hit rate 0.02% among 360,000; AID 602247;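 active = activation above the run cutoff, the mean activation of all test compounds plus 3 SD, cut at about 40% in these data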;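 also: peak over basal fluorescence ratio in a 140 s read after ATP addition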
CHO parental Ca: signal in parental CHO cells, OX1R antagonist counter-screen; parental CHO-K1, ATP-induced calcium, Fluo-8 fluorescence; inhibition, % at 5.6 µM; hit rate 0.63% among 330,000;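 active = inhibition above that plate's mean sample inhibition plus 3 SD, cut at about 26% in these data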;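 also: 0% = ATP-challenged DMSO wells and 100% = DMSO wells without ATP; some compounds past the cut are filed as inactive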
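test system = CHO parental line | reagent = ATP stimulus | measured by = intracellular calcium via Fluo-8 no-wash fluorescent dye | control set = ATP and no-ATP DMSO wells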
TAAR1 antagonist: antagonists of human TAAR1. Q96RJ0. CHO RD-HGA16 TAAR1, Fluo-8 calcium fluorescence, antagonist. inhibition, % at 3 µM. hit rate 1.5% among 360,000. AID 624466;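 active = inhibition above a per-plate cutoff, the mean inhibition of test compounds on that plate plus 3 SD, cut at about 49% in these data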;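 also: 0% = DMSO plus EC80 beta-PEA response and 100% = DMSO alone without agonist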
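Assay system: CHO-derived RD-HGA16 cells stably expressing human TAAR1 plus Gα16. Timing: 140 s kinetic read after compound, 140 s after agonist. Technique: kinetic Fluo-8 calcium fluorescence measurement. Measure: % inhibition of agonist calcium response.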
CHRM1 agonist: activates human CHRM1 receptor | P11229 | activation, % at 3 µM | hit rate 0.33% among 360,000 | CHO-K1 hM1, Fluo-8 calcium fluorescence, agonist mode; 0% DMSO, 100% acetylcholine EC100;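 active = activation above the run's mean compound activation plus 3 SD, cut at about 16% in these data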;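 also: peak over basal fluorescence ratio within a 140 s kinetic read after compound addition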
Numbers without * were called inactive; nt = not tested or not shown.

SMILES	M1 ag parental	M1 PAM	CHRM1 antagonist	CHO-K1 Ca antag	TAAR1 agonist	CHO-K1 Ca PAM	CHO parental Ca	TAAR1 antagonist	CHRM1 agonist
CCc1nnc(NS(=O)(=O)c2ccc(NC(=O)c3cccc([N+](=O)[O-])c3)cc2)s1	-0.2	2	-1	-2	0	9	-4	3	-2
Nc1nc(SCC(=O)Nc2ccccc2Sc2ccc(Cl)cc2)n[nH]1	1.4	10	-11	-3	12	20	4	-4	0
COc1cc2c(c(OC)c1OC)-c1ccc(SC)c(=O)cc1C(NC(=O)C(F)(F)F)CC2 (stereo not drawn)	0.8	9	-18	-15	8	20	nt	7	-4
O=C(CSc1nnc2ccccn12)NNC(=O)c1ccc(F)cc1	0.3	3	4	7	0	-9	-16	5	-3
Cc1cc(Cl)ccc1N=c1ssnc1Cl	8.6	-2	10	7	42*	5	-2	29	6
CCOc1nc(C)cc(C)c1S(=O)(=O)c1ccc(Cl)cc1	-0.1	3	-7	3	5	18	-19	-5	-9
CN(C(=O)COC(=O)CSc1ccc([N+](=O)[O-])cc1)C1CCS(=O)(=O)C1 (stereo not drawn)	1.1	9	-17	-9	0	10	-2	-17	-1
CN1CCN(c2ccc(NC(=O)c3sc4ccccc4c3Cl)cc2)CC1	3.7	-11	18	-15	6	23	-5	-1	-8
COC(=O)CNC(=O)C1Cc2ccccc2CN1S(=O)(=O)c1ccc(F)cc1 (stereo not drawn)	2.5	1	-8	-1	2	12	-13	-24	-3
Cc1cccc(OCC(=O)NCCCNC(=O)c2ccccn2)c1	0.3	5	-3	-14	2	1	-5	-25	-4
O=C(COc1ccc(S(=O)(=O)N2CCCC2)cc1Cl)N1CCN(c2ccccc2)CC1	1.1	11	-14	-14	17	27	-7	-18	-4
CCOc1ccc(C2=Nn3c(nnc3-c3ccccc3OC)SC2)cc1	1.4	2	1	-6	1	10	-24	-7	-5
CCOC(=O)N1CCC(NC(=O)c2ccc3c(c2)sc2nc(-c4ccccc4)cn23)CC1	3.4	4	-9	-3	17	13	-15	57*	-2
CN(Cc1cccs1)C(=O)/C=C/c1ccccc1[N+](=O)[O-]	0.3	4	-3	9	0	-13	-8	-35	-5
COc1cc2c(cc1OC)CN(CC(=O)Nc1ccc(F)cc1F)CC2	-0.3	3	-2	-8	-1	14	-4	17	-6
CCN(CC(=O)Nc1ccc(OC)cc1)C(=O)c1ccc(N2C(=O)CCC2=O)cc1	0.9	5	-4	-15	5	14	-1	-6	-2
Cc1ccc(-n2c(C)cc(-c3csc(N)n3)c2C)cc1	0.0	2	3	-6	0	20	6	-7	-5
COc1ccc(S(=O)(=O)NC2CC2)cc1Cl	0.8	4	-4	-13	1	4	-4	-10	-3
CSc1cccc(NC(=O)CN(c2cccc(C)c2)S(C)(=O)=O)c1	0.2	7	-3	13	3	-2	-19	-1	-2
O=C(CCSc1nc(-c2ccco2)cc(C(F)(F)F)n1)N1CCN(c2ccccc2)CC1	0.7	0	-34	-4	1	18	-27	6	-5
O=C(Nc1c(F)cccc1F)C(c1ccccc1)c1ccccc1	1.3	2	-7	-8	0	12	-28	-20	-3
O=S(=O)(c1cccs1)n1cccn1	0.3	9	-8	-24	6	21	-8	-7	-3
O=C(CNc1ccc(F)cc1)N/N=C/C1CC=CCC1 (stereo not drawn)	-0.5	-1	-2	4	6	-12	7	6	-10
COc1ccc(OC)c(NC(=O)Nc2nc(CN(C)C)cs2)c1	1.2	5	-14	-11	2	13	nt	-6	0
N#CC1(NC(=O)CSc2nc3ncc(Cl)cc3[nH]2)CCCCC1	0.8	11	-14	1	0	9	-12	-23	-3
O=C(CNC(=O)[C@@H]1Cc2ccccc2CN1)Nc1ccc2c(c1)OCCO2	-0.1	-1	-1	-6	1	-13	3	-14	-4
COc1cccc(NC(=O)c2ccccc2Oc2ccccc2)c1	1.1	-5	7	-11	-3	20	-24	6	-5
Cc1cc(C(=O)N/N=C/c2ccc(Cl)c([N+](=O)[O-])c2)c(C)n1-c1ccc(F)cc1	-0.6	4	-4	-11	-2	13	-10	17	-7
Clc1ccc(OCCSc2ncccn2)cc1	0.4	0	4	11	17	-7	-9	-7	-3
O=C(Oc1cccc2c(O)cccc12)c1ccco1	0.7	4	1	-1	0	-6	nt	-7	3
CCCn1c(C)cc(/C=C(\C#N)C(=O)OCC(=O)N(C)c2c(N)n(Cc3ccccc3)c(=O)[nH]c2=O)c1C	-0.2	6	-1	5	0	1	-10	1	-3
CC(C)Oc1ccc(S(=O)(=O)N2CCOCC2)cc1NC(=O)c1ccc(Cl)c(S(=O)(=O)N2CCOCC2)c1	0.7	6	-8	5	3	6	nt	0	-3
COc1cc(CN2CCNC(=O)C2CC(=O)NC2CCCC2)cc(OC)c1 (stereo not drawn)	-0.3	2	-4	11	0	-4	-1	-4	-3
CN(C)c1ccc(/C=C/C(=O)c2ccc(C(C)(C)C)cc2)cc1[N+](=O)[O-]	0.6	-12	15	5	1	0	-30	-34	-9
CCNC(=O)COc1cc(C)c(Cl)c(C)c1	1.0	8	-8	-11	0	-5	-9	-4	-1
CN(CCOC(=O)C1c2ccccc2Oc2ccccc21)C(C)(C)C	0.5	-22	98*	-12	nt	16	8	nt	-3
O=S1(=O)CC(N2CCCC2)CN1C1CCCC1 (stereo not drawn)	0.5	2	-7	8	0	7	nt	-20	-10
CC1CCc2cc(F)ccc2N1C(=O)CCC(=O)O (stereo not drawn)	1.5	4	0	-1	0	14	-3	-7	-2
Cc1nc(-c2ccc(Cl)cc2)sc1C1(C)CC(c2ccc(F)cc2)=NO1 (stereo not drawn)	0.3	0	-7	-20	7	12	-29	-13	-3
CC12CCC3c4ccc(O)c([N+](=O)[O-])c4CCC3C1CCC2=O (stereo not drawn)	1.7	6	-7	3	1	-2	nt	-9	-1

Pulled by structure from the list above, 2 records:
SMILES	M1 ag parental	M1 PAM	CHRM1 antagonist	CHO-K1 Ca antag	TAAR1 agonist	CHO-K1 Ca PAM	CHO parental Ca	TAAR1 antagonist	CHRM1 agonist
O=C(Nc1c(F)cccc1F)C(c1ccccc1)c1ccccc1	1.3	2	-7	-8	0	12	-28	-20	-3
CN(C)c1ccc(/C=C/C(=O)c2ccc(C(C)(C)C)cc2)cc1[N+](=O)[O-]	0.6	-12	15	5	1	0	-30	-34	-9

(cont.)
SMILES	M1 ag parental	M1 PAM	CHRM1 antagonist	CHO-K1 Ca antag	TAAR1 agonist	CHO-K1 Ca PAM	CHO parental Ca	TAAR1 antagonist	CHRM1 agonist
CCCCN(CC)CCCNC(=O)c1ccc(CS(=O)(=O)c2c(Cl)cccc2Cl)o1	-0.1	-10	3	-4	3	2	-10	-11	-9
Cc1nnc(N(C)C(=O)c2ccncc2)s1	0.4	3	-4	-14	2	11	-3	-2	-2
Cc1oc(-c2ccc(Cl)cc2)nc1CN1CCC(C(=O)NCc2ccco2)CC1	1.1	7	-4	-6	nt	13	-4	nt	-6
CCCS(=O)(=O)N1CCC(C(=O)NC2CCC(C)CC2)CC1 (stereo not drawn)	0.6	5	0	-4	3	16	-1	-24	-2
CCc1nccn1CCC(=O)NC1CC(C)(C)Cc2c1cnn2-c1ccc(OC)cc1 (stereo not drawn)	0.3	-2	2	-9	1	0	-7	-35	-6
Cc1ccccc1C(=O)N1CCC(C(=O)N(CC(C)C)c2c(N)n(CC(C)C)c(=O)[nH]c2=O)CC1	-0.2	-3	-3	2	-2	4	-6	-2	0
O=C(NC1CCCC1)C1c2ccccc2OCC(=O)N1CCc1ccccc1 (stereo not drawn)	-0.4	nt	nt	-13	0	-4	nt	-3	nt
Cc1c(-n2cc(C(=O)O)c(=O)c3cc(F)c(N4CCCC(O)C4)c(F)c32)c(=O)n(-c2ccccc2)n1C (stereo not drawn)	0.2	2	-1	-8	0	29	7	10	-3
CCOC(=O)[C@@H]1[C@H]2COc3cc(OC)ccc3[C@@H]2N2C(=O)N(c3ccc(C)cc3)C(=O)[C@]12C	0.1	6	-5	-8	-1	17	-15	-13	-5
CC1(C)CC(=O)C(C=Nc2ccncc2)=C(O)C1	1.1	6	-6	-13	7	21	-14	-18	-2
CN(C)CCCNC(=O)C(=O)Nc1cc2c3c(c1)CCC(=O)N3CCC2	2.4	9	-12	-18	2	30	-8	-15	-3
COc1cccc(C(=O)Nc2nnc(-c3ccc(F)cc3)o2)c1	0.4	-1	6	5	2	14	-1	14	-3
CCOC(=O)c1sc(N2N=C(C)C(N=Nc3cccc(C)c3)C2=O)nc1C (stereo not drawn)	0.2	7	-13	-1	-2	10	-25	-23	-3
COc1ccc(CNC(=O)C2CCN(S(=O)(=O)c3ccc4c(c3)CC(C)N4C(C)=O)CC2)cc1 (stereo not drawn)	6.7	2	-5	-15	2	14	-15	-1	-2
CCCc1cc(=O)[nH]c(SCC(=O)c2[nH]c(C)c(C(=O)OCC)c2C)n1	0.4	14	-9	-1	0	6	-2	-6	3

Some of the entries above in a different format.
| SMILES | M1 ag parental | M1 PAM | CHRM1 antagonist | CHO-K1 Ca antag | TAAR1 agonist | CHO-K1 Ca PAM | CHO parental Ca | TAAR1 antagonist | CHRM1 agonist |
| --- | --- | --- | --- | --- | --- | --- | --- | --- | --- |
| CCCCN(CC)CCCNC(=O)c1ccc(CS(=O)(=O)c2c(Cl)cccc2Cl)o1 | -0.1 | -10 | 3 | -4 | 3 | 2 | -10 | -11 | -9 |
| Cc1nnc(N(C)C(=O)c2ccncc2)s1 | 0.4 | 3 | -4 | -14 | 2 | 11 | -3 | -2 | -2 |
| Cc1oc(-c2ccc(Cl)cc2)nc1CN1CCC(C(=O)NCc2ccco2)CC1 | 1.1 | 7 | -4 | -6 | nt | 13 | -4 | nt | -6 |
| CCCS(=O)(=O)N1CCC(C(=O)NC2CCC(C)CC2)CC1 (stereo not drawn) | 0.6 | 5 | 0 | -4 | 3 | 16 | -1 | -24 | -2 |
| CCc1nccn1CCC(=O)NC1CC(C)(C)Cc2c1cnn2-c1ccc(OC)cc1 (stereo not drawn) | 0.3 | -2 | 2 | -9 | 1 | 0 | -7 | -35 | -6 |
| Cc1ccccc1C(=O)N1CCC(C(=O)N(CC(C)C)c2c(N)n(CC(C)C)c(=O)[nH]c2=O)CC1 | -0.2 | -3 | -3 | 2 | -2 | 4 | -6 | -2 | 0 |
| O=C(NC1CCCC1)C1c2ccccc2OCC(=O)N1CCc1ccccc1 (stereo not drawn) | -0.4 | nt | nt | -13 | 0 | -4 | nt | -3 | nt |
| Cc1c(-n2cc(C(=O)O)c(=O)c3cc(F)c(N4CCCC(O)C4)c(F)c32)c(=O)n(-c2ccccc2)n1C (stereo not drawn) | 0.2 | 2 | -1 | -8 | 0 | 29 | 7 | 10 | -3 |
| CCOC(=O)[C@@H]1[C@H]2COc3cc(OC)ccc3[C@@H]2N2C(=O)N(c3ccc(C)cc3)C(=O)[C@]12C | 0.1 | 6 | -5 | -8 | -1 | 17 | -15 | -13 | -5 |
| CC1(C)CC(=O)C(C=Nc2ccncc2)=C(O)C1 | 1.1 | 6 | -6 | -13 | 7 | 21 | -14 | -18 | -2 |
| CN(C)CCCNC(=O)C(=O)Nc1cc2c3c(c1)CCC(=O)N3CCC2 | 2.4 | 9 | -12 | -18 | 2 | 30 | -8 | -15 | -3 |
| COc1cccc(C(=O)Nc2nnc(-c3ccc(F)cc3)o2)c1 | 0.4 | -1 | 6 | 5 | 2 | 14 | -1 | 14 | -3 |
